Assay outcomes as filed in PubChem BioAssay.
F508del corr: correctors of CFTR F508del function in bronchial epithelial cells. CFBE cells, YFP halide quenching; stimulated with forskolin plus potentiator P3; % fluorescence drop versus neutral controls. activity (quench increase), % at 7.58 µM. 350,000 tested, 0.36% active;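 active = mean added fluorescence quench of at least 8% versus neutral control, with both replicates also reaching 8%; inconclusive = only one of the mean or replicate conditions met; inactive = mean below 8% and not both replicates reaching 8%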;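 also: cells transiently co-express mutant CFTR-F508del with the halide-sensitive YFP; corrector assay measuring rescue of mutant channel to the surface after 24 h compound exposure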
ERp5 block: ERp5 (human) disulfide isomerase inhibition; Q15084; ERp5 insulin aggregation, absorbance 650 nm, 90 min; inhibition, % at 9.99 µM; 350,000 tested, 0.05% active; AID 651711;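 active = mean replicate inhibition above about 25%, with every replicate also reaching it, limit read from the data, passing the limit was not always enough; inconclusive = only one of those two criteria met; inactive = neither criterion met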
miR122 inh: blocks miR-122 activity in Huh7 sensor cells; activation (reporter increase), % at 12.5 µM; AID 602342; Huh7 miR-122 Renilla luciferase sensor, 48 h; neutral wells = 0, positive control = 100; 340,000 tested, 0.3% active;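 active = mean replicate activation score at least 90 and every replicate individually at or above 90; inconclusive = only one of the two criteria met; inactive = neither criterion met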;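 also: higher luciferase means less miR-122 activity so hits act as miR-122 inhibitors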
ERAP1 inh: ERAP1 (human) enzyme inhibition | AID 652197 | 340,000 tested, 0.15% active | Q9NZ08 | recombinant ERAP1, Leu-AMC fluorescence, 60 min | inhibition, % at 10.7 µM;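 active = mean replicate inhibition of at least 30%, or all replicates individually reaching that 30% level; inactive = mean below 30% and not every replicate reaching it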;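 also: 0% = neutral control wells and 100% = L-leucinethiol positive control wells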
Target sequence (Q9NZ08 whole entry, looked up): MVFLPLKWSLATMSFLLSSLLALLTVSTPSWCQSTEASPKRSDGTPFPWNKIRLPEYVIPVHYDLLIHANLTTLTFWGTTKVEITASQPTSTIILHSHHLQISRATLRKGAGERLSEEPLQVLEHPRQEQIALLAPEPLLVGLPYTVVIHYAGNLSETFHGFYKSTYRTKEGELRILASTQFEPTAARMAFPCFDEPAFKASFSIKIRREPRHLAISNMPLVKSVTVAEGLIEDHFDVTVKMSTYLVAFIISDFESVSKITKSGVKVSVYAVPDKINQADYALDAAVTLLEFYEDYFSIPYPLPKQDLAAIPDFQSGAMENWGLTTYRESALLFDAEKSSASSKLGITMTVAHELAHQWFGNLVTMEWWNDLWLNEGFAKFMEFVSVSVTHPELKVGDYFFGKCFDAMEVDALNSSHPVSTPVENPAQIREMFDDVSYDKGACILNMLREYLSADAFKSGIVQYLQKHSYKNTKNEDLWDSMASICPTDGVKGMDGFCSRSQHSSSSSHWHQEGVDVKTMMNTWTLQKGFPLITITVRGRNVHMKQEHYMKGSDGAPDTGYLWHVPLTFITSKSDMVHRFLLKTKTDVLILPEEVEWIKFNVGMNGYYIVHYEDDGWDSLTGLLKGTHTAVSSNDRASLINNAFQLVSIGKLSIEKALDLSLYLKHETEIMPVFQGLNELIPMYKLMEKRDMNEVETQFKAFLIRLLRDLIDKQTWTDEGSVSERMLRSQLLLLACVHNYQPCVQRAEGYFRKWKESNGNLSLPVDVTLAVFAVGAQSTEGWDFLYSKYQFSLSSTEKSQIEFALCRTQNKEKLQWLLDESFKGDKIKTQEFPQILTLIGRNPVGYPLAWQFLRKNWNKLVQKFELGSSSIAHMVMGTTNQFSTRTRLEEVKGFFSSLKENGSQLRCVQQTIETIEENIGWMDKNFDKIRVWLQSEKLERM
SIRT5 inh: blocks human SIRT5 desuccinylation of peptide. Purified SirT5, succinyl-peptide AMC, trypsin-coupled fluorescence. AID 652115. inhibition, % at 15 µM. Q9NXA8. 330,000 tested, 1.1% active; in the data active = inhibition above about 15%; inconclusive = no clear call, values can overlap the other calls
CASP6 VEID inh: blocks human caspase-6 cleavage activity; P55212; purified caspase-6, Z-VEID-R110 cleavage fluorescence; inhibition, % at 12.5 µM; 350,000 tested, 0.53% active; AID 686996;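 active = mean inhibition across replicates at least about 35%, with every replicate also reaching that limit, limit read from the data; inconclusive = only one of the two criteria met; inactive = neither criterion met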;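 also: 0% = median of neutral control wells and 100% = no fluorescence left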
DENV2 CPE rescue: protects cells from dengue virus 2 cytopathic effect | 350,000 tested, 1.7% active | DENV2-infected cells, cytopathic effect rescue, plate reader | AID 651640 | CPE inhibition, % at 9.99 µM; in the data active = CPE inhibition above about 20%, passing the limit was not always enough; inconclusive = no clear call, values can overlap the other calls; tested in BHK-21 cells;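 also: 0% = median of neutral control wells and 100% = median of positive control wells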
* hit, by the source's call; ? = inconclusive; . = no result given; & = joins results of further samples; ! = repeats disagree; [ ] = dose if it differs, or a comment. An unsorted share of the library; any-hit rate near 4%.

item	ERAP1 inh	F508del corr	DENV2 CPE rescue	CASP6 VEID inh	miR122 inh	ERp5 block	SIRT5 inh	canonical_smiles
1	.	0.0	6	-15	2	2	1	O=S1(=O)C[C@@H](N2CCN(CC3CC3)CC2)[C@H](COCc2ccccc2)N1
2	5	-2.2	-1	23	-10	0	-2	COc1ccc(NS(=O)(=O)c2cc([N+](=O)[O-])ccc2NN=Cc2ccccc2OCC(=O)O)cc1
3	1	-1.2	.	-2	.	-2	-3	O=C(N/N=C/c1cc([N+](=O)[O-])ccc1O)Nc1ccccc1
4	-1	-2.2	.	-3	2	5	-1	COC(=O)C1SCC2C(=O)N(Cc3cccc(C)c3)CC(=O)N21 (configuration not stated)
5	9	0.5	-12	-1	2	4	.	COc1cccc(Cn2c3ccc(NC(=O)CC(C)C(F)(F)F)cc3c(=O)n2C)c1 (configuration not stated)
6	-4	0.7	2	-1	-2	-6	-1	CC(=O)NC(C)(c1ccccc1)c1nc(-c2cnc3ccccc3c2)cs1 (configuration not stated)
7	-2	2.2	-1	0	0	1	-6	COC(=O)c1ccc(CSc2nnc(-c3ccncc3)o2)cc1
8	2	1.2	8	0	-3[16.7 µM]	-1	1	Cc1cc(C(=O)Nc2cccc3c2O[C@@H](CN(C)C(=O)Nc2ccc(F)cc2)[C@H](C)CN([C@@H](C)CO)C3=O)n(C)n1
9	5	-2.3	-1	2	.	6	0	Cc1nc(SCC(=O)NCc2ccc(F)cc2)c2c(=O)n(C)c(=O)n(C)c2n1
10	3	-2.7	-1	-1	3	-2	-2	COc1ccc(CC(=O)NCCC(C)C)cc1S(=O)(=O)N1CCOCC1
11	-4	0.5	21*	1	6[16.7 µM]	-4	3	C[C@H](CO)N1C[C@H](C)[C@H](CN(C)C(=O)NC2CCCCC2)Oc2c(NC(=O)C3CC3)cccc2C1=O
12	-5	3.1	-1	3	.	1	-1	CC1CCCN(c2ccc3nncn3n2)C1 (configuration not stated)
13	-2	-1.9	-6	.	-5	1	.	O=C(NCC1CCCO1)c1onc(CSc2cccc3ccccc23)c1C(=O)O (configuration not stated)
14	-5	-3.6	7	2	.	1	1	COc1ccccc1-c1ccccc1[C@H]1[C@@H](C#N)N(C(=O)C2CCOCC2)[C@@H]1CO
15	-3	-3.1	2	1	7[16.7 µM]	-9	14	CO[C@H]1CN(C)C(=O)c2cc(NC(=O)Nc3cccc(F)c3)ccc2OC[C@@H](C)N(C(C)=O)C[C@@H]1C
16	-2	-1.2	-2	-1	0	-5	-3	CCS(=O)(=O)NC(=O)C1(C)CCN1C(=O)C1(c2ccc(Cl)cc2)CC1 (configuration not stated)
17	-6	3.3	-4	3	1	2	-6	OCC1(Cc2ccc(Cl)cc2)CCN(Cc2ccc(F)c(F)c2)CC1
18	1	-0.2	1	2	-9[16.7 µM]	1	-9	CN1C(=O)c2cc(NC(=O)c3ccc(F)cc3)ccc2OC[C@H]2O[C@@H](CC(=O)O)CC[C@@H]21
19	-4	1.6	2	-4	.	1	-5	O=C(CCN1C(=O)c2cccc3cccc(c23)C1=O)NCc1ccco1
20	-5	-1.7	1	3	-20	?	1	O=C(COC(=O)CCc1nc2ccccc2s1)NCc1ccco1
21	-5	-1.9	7	-3	5	-1	-5	Nc1nc2ccccc2cc1-c1cccs1
22	-2	-1.5	7	5	.	1	-53	CCCCc1cc(=O)oc2c3c(cc(OCC(=O)NCCCO)c12)OC(C)(C)CC3
23	0	-1.2	-1	-1	.	-6	.	O=C(O)c1ccc2c(c1)N(Cc1ccccc1)C(=O)c1ccccc1S2=O (configuration not stated)
24	-2	-1.2	-3	0	2[16.7 µM]	-2	4	O=C(C[C@H]1CC[C@@H](NC(=O)Nc2cc(F)ccc2F)[C@H](CO)O1)NCc1ccc2c(c1)OCO2
25	3	-1.3	5	1	-1	3	1	CCOc1cccc(/C=C2\NC(=S)N(c3ccccc3)C2=O)c1O
26	0	0.0	-5	-1	-3	-4	-12	CC(=O)Nc1ccc(NC(=O)C(C)OC(=O)CCCN=C2NS(=O)(=O)c3ccccc32)cc1 (configuration not stated)
27	2	-1.7	-11	2	.	4	-2	CS(=O)(=O)N1CC2(C1)[C@H](c1ccccc1)[C@@H](CO)N2CC1CC1
28	-9	4.3	5	2	-6	4	.	COc1cccc2sc3cc(NCc4ccc5c(c4)OCO5)ccc3c(=O)c12
29	19	3.8	-5	-4	1	-7	.	C=CCNc1ncnc2c1ncn2[C@H]1CN(Cc2cc(OC)c(OC)c(OC)c2)C[C@@H](CO)O1
30	1	-1.9	0	1	.	7	.	O=C1c2cccc3c2C2(O)c4c1cccc4C(=O)c1cccc(c12)C3=O

Single entries from the results shown:
CC(=O)NC(C)(c1ccccc1)c1nc(-c2cnc3ccccc3c2)cs1 (configuration not stated) – DENV2 CPE rescue = 2
C[C@H](CO)N1C[C@H](C)[C@H](CN(C)C(=O)NC2CCCCC2)Oc2c(NC(=O)C3CC3)cccc2C1=O – CASP6 VEID inh = 1
O=C(NCC1CCCO1)c1onc(CSc2cccc3ccccc23)c1C(=O)O (configuration not stated) – DENV2 CPE rescue = -6
O=C1c2cccc3c2C2(O)c4c1cccc4C(=O)c1cccc(c12)C3=O – ERp5 block = 7
Cc1nc(SCC(=O)NCc2ccc(F)cc2)c2c(=O)n(C)c(=O)n(C)c2n1 – CASP6 VEID inh = 2

Other entries:
item	ERAP1 inh	F508del corr	DENV2 CPE rescue	CASP6 VEID inh	miR122 inh	ERp5 block	SIRT5 inh	canonical_smiles
31	-10	2.7	-9	-1	-10	11	.	CNC(C)C#Cc1ccc2oc3cccc(OC)c3c(=O)c2c1 (configuration not stated)
32	-2	0.8	?	-2	-4	0	7	N/C(=N\OC(=O)c1cccs1)c1cccnc1
33	1	-1.0	-7	-38	0	3	.	O=C(NCCCn1ccnc1)C1CCN(S(=O)(=O)c2cc([N+](=O)[O-])ccc2Cl)CC1
34	.	2.9	3	-1	.	0	-3	FC(F)(F)c1cc(Cc2nc3ccccc3n2C(CCc2ccccc2)c2nc3ccccc3[nH]2)cc(C(F)(F)F)c1 (configuration not stated)
35	-1&0&2	0.4&-0.1&-4.6	-6&-1&0	7&-1&0	3	-7&-6&-7	16*!	Cc1noc(C)c1NC(=O)N(C)C[C@H]1OCc2cn(nn2)CCCC(=O)N([C@@H](C)CO)C[C@@H]1C
36	-73	1.6	-7	-3	.	3	-6	O=C(c1cc2c(=O)n3ccccc3nc2s1)N1CCN(Cc2ccccc2)CC1
37	11	3.4	-13	-22	-4	8	4	CN(C)CCCNC(=S)N1CCC(C(=O)c2ccc(Cl)cc2)CC1
38	0	-3.2	3	-1	48	-5	.	COc1ccc(C(=O)N(C)CCOc2ccc(Cl)cc2)cc1S(=O)(=O)N1CCCC1
39	0	-1.7	-1	-1	-4	3	1	CCOC(=O)N1CCN(C(=S)NC(=O)c2nn(C)cc2Br)CC1
40	-3	.	0	0	-6	-4	-6	C/C(=N\OCC(=O)Nc1cc(C)cc(C)c1)c1ccc2c(c1)OCCO2
41	-1	-2.3	-5	2	-1	0	0	O=C(O)CSc1cccc2cccc(C(=O)O)c12
42	0	-3.5	?	4	1	-1	0	Cc1ccc(S(=O)(=O)CCC(=O)NCCC2=CCCCC2)cc1
43	-2	-0.4	0	-3	-1[16.7 µM]	3	-6	O=C(Nc1ccccc1F)N[C@H]1CC[C@@H](CCNC(=O)C2CCCCC2)O[C@H]1CO
44	-3	1.6	7	.	-6	5	-4	COc1ccc(CNC(=O)CN(Cc2cccs2)C(=O)CCC(=O)Nc2ccccn2)cc1
45	2	-2.1	0	-2	.	-5	-2	CC(=O)Nc1ccc(S(=O)(=O)c2ccnc3cc(Cl)ccc23)cc1
46	0	-1.9	.	5	.	5	-3	CC(C)(C)c1ccc(C(=O)Nc2ncn[nH]2)cc1
47	1	4.2	-3	0	0	5	3	CCOC(=O)C1(C)CCCN(C(=O)c2c(F)cccc2F)C1 (configuration not stated)
48	-4	-2.7	-13	0	-4[16.7 µM]	-12	-11	COc1ccc(NC(=O)Nc2ccc3c(c2)C(=O)N([C@@H](C)CO)C[C@@H](C)[C@H](CN(C)Cc2ccc(C(F)(F)F)cc2)OCCCC[C@@H](C)O3)cc1
49	1	-0.6	-11	1	.	3	.	Cc1ccc(-n2nnc(-c3cc4ccccc4nc3Cl)n2)cc1
50	2	-1.7	1	2	.	7	1	O=C(NC[C@H]1CC[C@@H]2[C@@H](CN2S(=O)(=O)c2ccccc2[N+](=O)[O-])O1)Nc1ccccc1
51	-1	-2.7	-2	-1	.	-4	4	CN(CCc1ccccn1)C(=O)CCC1CCCN(C(=O)NC2CCCCC2)C1 (configuration not stated)
52	0	1.1	-3	-1	.	-5	2	COc1ccc2c3c(n(C)c2c1)[C@H](CO)N(C(=O)C1CC1)CC31CN(Cc2ccccc2OC)C1
53	-9	1.5	4	3	-2	-13	-3	O=C(CCc1nnc2ccc(N3CCCC3)nn12)Nc1cc(F)ccc1F
54	0	.	-7	1	6	-7	5	CC1CC(C)CN(c2oc(-c3ccco3)nc2C#N)C1 (configuration not stated)
55	5	.	3	-3	.	1	0	COc1ccc(-c2ccc3n(c2=O)C[C@H]2[C@H](CO)[C@@H](C(=O)N(C)C)N(CC4CCCC4)[C@@H]32)cc1
56	-2	-3.4	-9	-1	.	2	.	COCCN1C(=O)[C@H]2C[C@@]13O[C@H](C1CCCCC1)N=C3CC1c3ccccc3C[C@@]12C (some centres not stated)
57	-1	-4.1	-4	3	4	-17	-1	Cc1cccn2cc(CNS(=O)(=O)c3ccc4ccccc4c3)nc12
58	-1	2.8	9	2	-2[16.7 µM]	-4	3	O=C(Nc1ccc2c(c1)[C@@H]1C[C@@H](CC(=O)N3CCOCC3)O[C@H](CO)[C@@H]1O2)NC1CCCC1
59	1	0.3	-6	6	-4	-2	-4	CCn1cnc2c1c(=O)n(Cc1cccc([N+](=O)[O-])c1)c(=O)n2Cc1ccccc1
60	-2	0.3	-7	1	.	-3	4	COc1ccc2c3c(n(C)c2c1)[C@H](CO)N(Cc1ccccc1)CC31CN(C(=O)c2ccccc2F)C1

Marked active in SIRT5 inh, among the entries above:
item	ERAP1 inh	F508del corr	DENV2 CPE rescue	CASP6 VEID inh	miR122 inh	ERp5 block	SIRT5 inh	canonical_smiles
35	-1&0&2	0.4&-0.1&-4.6	-6&-1&0	7&-1&0	3	-7&-6&-7	16*!	Cc1noc(C)c1NC(=O)N(C)C[C@H]1OCc2cn(nn2)CCCC(=O)N([C@@H](C)CO)C[C@@H]1C

Next structures:
item	ERAP1 inh	F508del corr	DENV2 CPE rescue	CASP6 VEID inh	miR122 inh	ERp5 block	SIRT5 inh	canonical_smiles
61	-2	3.4	-10	2	1[16.7 µM]	2	12	COc1ccccc1-c1cnc2c(c1)C(=O)N([C@@H](C)CO)C[C@@H](C)[C@H](CN(C)Cc1cccc(F)c1)O2
62	-1	-3.1	13	-4	5[16.7 µM]	-3	-1	C[C@H](CO)N1C[C@H](C)[C@@H](CN(C)S(=O)(=O)c2cccs2)OCCCC[C@H](C)Oc2ccc(NS(=O)(=O)c3ccc(Cl)cc3)cc2C1=O
63	1	-1.9	0	0	2	-7	-6	O=C(Nc1ccccc1)OCc1cnc(Cl)s1
64	-1	2.9	-2	-8	-7	0	-2	CC[C@@]12C(=O)N(c3cccc(Br)c3)C(=O)N1[C@H](c1ccc(F)cc1)[C@@H]1C(=O)N(C3CCCCC3)C(=O)[C@@H]12
65	-3	-0.9	-8	-1	1	4	4	CCc1c(-c2ccccc2)nc2nc(C)c(C)nn12

3 entries out of the list above, arranged by the value under ERAP1 inh, falling.
No.	molecule	ERAP1 inh
63	O=C(Nc1ccccc1)OCc1cnc(Cl)s1	1
62	C[C@H](CO)N1C[C@H](C)[C@@H](CN(C)S(=O)(=O)c2cccs2)OCCCC[C@H](C)Oc2ccc(NS(=O)(=O)c3ccc(Cl)cc3)cc2C1=O	-1
65	CCc1c(-c2ccccc2)nc2nc(C)c(C)nn12	-3
